Source: PubChem BioAssay
SENP1 inh – inhibitors of human SENP1 SUMO protease catalytic domain; Q9P0U3; recombinant SENP1 catalytic domain, CyPet-SUMO1-YPet FRET cleavage; inhibition, % at 10 µM; hit rate 0.21% among 360,000;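 active = inhibition at least 30% at 10 µM, raw YFP signal under a set limit, fluorescence ratio 0.5 to 1.5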;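 also: 0% = enzyme with DMSO and 100% = no enzyme wells; some results filed as inactive read as strong as hits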
Target sequence (Q9P0U3 419-644 limits assumed): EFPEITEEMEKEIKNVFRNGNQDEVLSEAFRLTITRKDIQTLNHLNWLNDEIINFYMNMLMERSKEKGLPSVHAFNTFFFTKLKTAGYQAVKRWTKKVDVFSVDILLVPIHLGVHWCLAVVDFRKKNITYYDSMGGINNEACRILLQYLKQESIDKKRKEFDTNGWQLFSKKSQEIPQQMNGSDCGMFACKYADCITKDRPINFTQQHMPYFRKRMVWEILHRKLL
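System: Recombinant human SENP1 catalytic domain, His6-tagged | Incubation: Enzyme reaction for 50 min at room temperature, dark | Medium: Tris pH 8 with BME, BSA, NP40 and catalase | Also added: 25 nM SUMO1 FRET substrate | Compound: 10 µM single point, 0.5% DMSO | Measured by: FRET fluorescence in CFP and YFP emission channels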
SENP8 block-1 – SENP8 (human) protease inhibition; Q96LD8; recombinant SENP8, Nedd8 substrate fluorescence; inhibition, % at 20 µM; hit rate 0.64% among 360,000; AID 602440; in the data active = inhibition mostly above about 40%, no sharp cut-off; inactive = mostly below about 27%
Apaf1 inhib – inhibitors of human Apaf-1 apoptosome | reconstituted apoptosome caspase-3 activity, DEVD-Rh110 fluorescence | O14727 | inhibition, % at 20 µM | hit rate 0.71% among 330,000; active = inhibition of at least 40% at 20 µM;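 also: plate controls were DMSO wells for no effect and DEVD-CHO caspase inhibitor wells for full effect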
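Material: reconstituted apoptosome with Apaf-1, cytochrome c, caspase-9, procaspase-3, dATP / Buffer or medium: pH 7.5 Hepes buffer with CHAPS, BSA, DTT / Also added: cytochrome c with DEVD-Rh110 / Schedule: compound with Apaf-1, dATP, procaspase-3 30 min, then 50 min reaction, room temperature / Technique: rhodamine 110 fluorescence at Ex 480/Em 540 nm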
SENP6 inh – inhibitors of human SENP6 protease. Q9GZR1. Recombinant SENP6 catalytic domain, aminoluciferin luminescence. inhibition, % at 10 µM. hit rate 1.8% among 330,000;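 active = inhibition above about 50% at the single tested dose, limit read from the data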;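 also: plate controls were DMSO wells with enzyme for no effect and DMSO wells lacking enzyme for full effect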
HKDC1 inh – HKDC1 (human) hexokinase inhibition | recombinant HKDC1, G6PDH/diaphorase resazurin coupled fluorescence | hit rate 0.16% among 340,000 | inhibition, % at 20 µM;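 active = inhibition above about 35% when tested at 20 µM, limit read from the data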;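 also: plate controls were DMSO wells with enzyme for no effect and DMSO wells lacking enzyme for full effect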
Target sequence (Q2TB90 whole entry, looked up): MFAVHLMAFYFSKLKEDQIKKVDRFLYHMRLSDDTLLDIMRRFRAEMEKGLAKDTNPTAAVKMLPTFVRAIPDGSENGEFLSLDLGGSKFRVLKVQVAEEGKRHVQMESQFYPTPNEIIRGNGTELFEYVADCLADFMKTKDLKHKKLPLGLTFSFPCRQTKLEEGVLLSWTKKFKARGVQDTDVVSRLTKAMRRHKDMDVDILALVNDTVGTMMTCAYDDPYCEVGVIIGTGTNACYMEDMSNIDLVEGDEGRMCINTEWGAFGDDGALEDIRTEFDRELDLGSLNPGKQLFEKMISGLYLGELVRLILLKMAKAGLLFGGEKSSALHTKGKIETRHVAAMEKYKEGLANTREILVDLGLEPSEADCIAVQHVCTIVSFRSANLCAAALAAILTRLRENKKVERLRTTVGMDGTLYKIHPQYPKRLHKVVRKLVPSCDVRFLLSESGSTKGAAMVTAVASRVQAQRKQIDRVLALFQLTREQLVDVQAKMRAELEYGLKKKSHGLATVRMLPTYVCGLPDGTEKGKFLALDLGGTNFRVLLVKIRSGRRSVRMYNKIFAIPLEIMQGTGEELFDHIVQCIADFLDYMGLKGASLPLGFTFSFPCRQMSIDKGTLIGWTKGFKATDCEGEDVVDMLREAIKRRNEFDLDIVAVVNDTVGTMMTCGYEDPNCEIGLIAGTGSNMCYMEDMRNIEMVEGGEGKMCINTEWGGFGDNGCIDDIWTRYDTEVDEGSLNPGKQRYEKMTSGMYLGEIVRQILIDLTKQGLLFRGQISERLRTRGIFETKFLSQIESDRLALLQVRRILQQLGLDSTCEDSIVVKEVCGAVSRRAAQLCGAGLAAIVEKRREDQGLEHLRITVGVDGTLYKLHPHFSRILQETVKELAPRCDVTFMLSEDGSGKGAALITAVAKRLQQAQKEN
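Assay system: recombinant HKDC1 hexokinase; detection: coupled resazurin fluorescence, excitation 525 nm, emission 613 nm; benchmarks: DMSO-plus-enzyme-mix negative control, buffer-substituted positive control; compound dosing: single 20 µM dose; schedule: 90 min at room temperature in dark; also added: glucose plus 1 mM ATP as hexokinase substrates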
SENP7 inh – blocks the human protease SENP7; inhibition, % at 5 µM; AID 434973; hit rate 1.5% among 330,000; recombinant SENP7, Z-RLRGG-aminoluciferin luminescence, 40 min; Q9BQF6;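 active = inhibition above about 50% at the single test dose, limit read from the data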;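 also: plate controls were DMSO with enzyme for no effect and no enzyme buffer wells for full effect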
PfGluPho inh – PfG6PD (Plasmodium falciparum) enzyme inhibition | PfGluPho enzyme, NADPH resazurin-diaphorase fluorescence | inhibition, % at 20 µM | hit rate 0.78% among 350,000 | AID 504690;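 active = inhibition reaching at least a set limit at 20 µM in the primary screen, cut at about 59% in these data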;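 also: 0% = DMSO wells with substrate and 100% = DMSO wells lacking glucose-6-phosphate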
SENP8 block-2 – blocks the human protease SENP8; Q96LD8; purified SENP8, Z-RLRGG-aminoluciferin cleavage, luminescence; inhibition, % at 10 µM; hit rate 1.2% among 330,000; AID 2540; in the data active = inhibition above about 50%
An asterisk follows results filed as active; . = not tested or not shown.

SMILES	SENP1 inh	SENP8 block-1	Apaf1 inhib	SENP6 inh	HKDC1 inh	SENP7 inh	PfGluPho inh	SENP8 block-2
Cc1c(Cl)cccc1NC(=O)CCN1CCN(CCO)CC1	-1.3	7.2	-1.2	-13.6	-6.6	-3.3	-3.1	-7.0
CCOC(=O)C1(Cc2cccc(OC)c2)CCN(Cc2cccn2-c2ccccn2)CC1	-2.7	4.4	-3.2	1.2	5.8	1.4	-7.3	-3.4
CCCCc1ccc(NC(=S)Nc2ccc(Nc3ccc(OC)cc3)cc2)cc1	0.2	41.6*	-4.7	-17.2	0.6	4.2	18.3	-13.3
CC1CN(C(=O)COC(=O)c2ccc(N)c([N+](=O)[O-])c2)CC(C)O1 (stereo unspecified)	-0.2	23.3	-11.7	2.1	-11.4	-5.4	-9.1	-3.9
COc1ccc(-c2nc3cccc(C)n3c2NCc2ccco2)cc1OC	-33.0	-465.8	2.3	-11.9	2.8	-1.6	22.4	-2.3
Nc1nc(Cl)cc(Sc2ccc3ccccc3c2)n1	-1.1	18.2	10.6	-13.4	4.2	6.3	-4.1	6.3
COc1ccc(Cc2nnc(SCC(=O)Nc3nc(C)cs3)o2)cc1	0.8	7.7	-15.7	0.9	-11.5	-10.4	-10.6	-13.3
O=c1c2cc([N+](=O)[O-])cc([N+](=O)[O-])c2[nH]n1-c1ccccc1	-1.8	31.4	8.5	64.5*	-6.3	0.4	-0.2	45.6
COc1ccc(/C=C/c2nc(S(=O)(=O)c3ccccc3)c(N(C)C)o2)cc1OC	-48.9	-339.5	13.6	-21.7	-3.8	13.7	6.3	-1.6
CC(C)(C)c1ccc(C(=O)/C(C#N)=C/c2cccs2)cc1	-10.8	-74.2	15.0	30.0	11.9	-2.0	-3.0	-3.2
Cc1ccc(-c2csc(NC(=O)c3ccc(S(=O)(=O)N4CCc5ccccc54)cc3)n2)cc1	-0.2	-10.9	10.0	0.7	-4.5	5.4	11.1	0.0
Cc1cc(C)n(CC(O)COc2ccc(Cl)cc2)n1 (stereo unspecified)	-0.2	11.0	1.8	-26.3	-6.9	-17.6	-5.9	-6.6
Cc1ccc(S(=O)(=O)Cc2ccc(C(=O)NC3CCCCCC3)o2)cc1	0.1	-6.4	-1.4	0.6	7.0	1.0	8.9	-3.5
CSc1ncccc1C(=O)OCC(=O)c1cccc(Br)c1	2.9	16.0	27.2	-25.7	-11.5	1.4	6.6	-10.7
CC(C)(C)NS(=O)(=O)c1ccc(NC(=O)CS(=O)(=O)Cc2ccccc2)cc1	0.2	3.1	15.8	-2.3	5.9	-4.5	18.7	2.0
COc1ccc(NS(=O)(=O)c2cc(NC(=O)c3cc(F)c(F)c(F)c3F)ccc2N2CCCC2)cc1	1.4	32.1	-7.6	-6.8	4.2	9.9	-0.8	0.6
COc1cc(/C=C/C(=O)OCC(=O)NCCc2ccccc2)ccc1OC(F)F	2.1	-29.7	15.1	-8.3	5.6	-11.3	8.1	-0.4
C/C=C/C=[N+](\[O-])C(C)/C(=N/O)c1ccc(F)cc1 (stereo unspecified)	-2.2	-9.3	1.3	-1.3	-5.2	-1.2	-18.4	3.1
COc1ccc(/C=N/Nc2nc(=O)[nH]nc2C)cc1[N+](=O)[O-]	1.9	22.6	-7.8	22.6	0.1	15.7	-4.7	-10.9
CCC1=Nc2cc(C(=O)NCCCN3CCOCC3)ccc2Sc2ccc(Br)cc21	-2.4	14.1	24.5	-7.9	1.6	-5.6	23.1	7.6
Cc1ccc(C)c(N2CCN(S(=O)(=O)c3csc(C(N)=O)c3)CC2)c1	0.4	6.5	18.0	2.4	-1.9	8.6	-7.6	-6.1
C/C(=N/NC(=O)c1ccc(Br)o1)c1cccs1	-0.6	-4.4	-9.5	29.4	-9.2	29.8	2.1	10.2
COc1cc(-n2c(C)nc3cc(C(=O)NCc4ccco4)ccc32)cc(OC)c1OC	0.6	23.8	14.0	14.7	-3.5	-11.0	1.6	-6.2
COc1ccc(OC)c(Cc2nnc(CCC(=O)NC(C3CC3)C3CC3)o2)c1	-1.2	2.0	0.9	-20.3	-13.6	8.2	9.6	-4.5
COc1cc(/C=C/C(=O)OCC(=O)N(C)CC(=O)Nc2ccc(F)cc2)ccc1OC(F)F	-0.3	-25.1	-2.3	2.1	-0.6	-2.6	-7.5	6.1
O=C(NCCc1nc2ccccc2[nH]1)c1ccc(Cl)c([N+](=O)[O-])c1	0.6	13.7	-4.7	22.1	16.1	1.1	-10.1	3.2
Cc1ccc2c(c1)c1c(c(=O)n(-c3ccccc3)c(=O)n1CC(=O)NCC1CCCO1)n2C (stereo unspecified)	3.5	-324.9	-3.3	0.2	-2.0	3.0	13.9	5.6
CCN(CC)c1nc(-c2ccc(C(=O)NN)cc2)nc(-c2ccc(C(=O)NN)cc2)n1	-2.7	23.9	6.9	-0.5	0.4	7.1	-10.6	1.3
Cc1nc(-c2cccc(-c3noc(C)n3)c2)no1	-3.5	5.7	-5.6	6.3	-2.4	2.3	-1.7	2.1
C[C@H](NC(=O)OC(C)(C)C)C(=O)NCC1CCC(C(=O)N[C@@H](Cc2ccccc2)C(=O)O)CC1 (stereo partly specified)	0.6	19.2	-2.5	-4.5	0.7	-8.4	-14.3	-5.3
COc1ccc(C(=O)C2CCCN(C(=O)c3ccnn3C)C2)cc1OC (stereo unspecified)	1.6	8.7	4.2	2.8	-4.4	-6.8	-7.0	0.5
Cc1ccc(CNC(=O)c2c(C)cc(=O)oc2C)cc1	0.3	11.6	3.8	-1.8	4.3	-1.8	7.4	-7.8
COc1ccc(/C=C/C(=O)c2ccc(O)cc2)cc1CN1CCOCC1	-4.7	-21.0	11.4	-5.9	-9.8	-5.1	4.8	-3.9
O=C(Nc1ccc(Cl)cc1)C1=Cc2ccccc2OC1	-1.7	-19.0	12.5	66.1*	-4.9	45.2	34.4	45.5
CCN(CC)c1ccc(/C=N/NC(=O)c2c(Cl)cnn2C)c(O)c1	-24.9	-288.4	10.7	14.9	-27.0	10.8	-18.0	-12.7
CC(C)CC(C)NNC(=O)c1cc2ccccc2[nH]1 (stereo unspecified)	0.3	1.9	0.6	-17.5	-5.9	-10.1	2.6	-3.1
COC(=O)c1cc(NC(=O)C2CCCN(S(=O)(=O)c3c(C)n[nH]c3C)C2)cc(C(=O)OC)c1 (stereo unspecified)	.	.	-12.0	-1.7	.	-1.9	.	-9.1
COC(=O)C1C(=O)c2c([nH]c(C(=O)OC3CCCCC3)c2C)CC1C (stereo unspecified)	0.8	8.3	8.7	-12.3	-4.0	2.4	10.3	-2.9
O=C(O)C1C2C=CC(C2)C1C(=O)Nc1ccccc1Br (stereo unspecified)	2.4	7.9	-13.9	-14.8	-5.8	9.9	5.7	-12.7
Cc1ccsc1C(=O)OC(C)C(=O)Nc1ccc(Cl)cn1 (stereo unspecified)	1.5	12.4	2.1	4.5	11.6	-3.6	-3.4	7.1
COC(=O)Nc1ccc(OCc2ccccc2)cc1	2.0	7.6	-23.5	72.8*	-6.5	1.9	-0.7	47.8
CN1CCN(Cc2nc3ccccc3c(=O)n2CC#N)CC1	-0.3	17.6	-11.9	1.9	-11.2	9.7	-10.9	1.6
CCCCn1c(Oc2ccc(C(=O)OC)cc2)nc2c1c(=O)n(C)c(=O)n2C	3.1	6.1	7.6	-5.4	-0.1	3.0	-3.0	-1.1
CC(=O)Oc1ccc(C(=O)NCc2ccc3c(c2)OCO3)cc1	1.4	11.9	-7.9	-1.6	4.4	-1.2	-21.4	-4.8
COc1ccc(Nc2nc3nonc3nc2N2CCCCC2)cc1	1.7	18.1	1.2	-12.7	2.1	-6.6	-4.2	-7.7
O=C(NCCCN1CCOCC1)c1onc(CSc2ccccc2)c1C(=O)NCCCN1CCOCC1	4.0	11.7	6.6	-5.1	8.3	-3.0	-4.5	-0.4
COc1ccccc1NC(=O)N1CCN(c2ccc(F)cc2)CC1	1.0	17.9	-5.8	-9.3	-2.4	6.5	6.7	-2.0
CCOc1ccc2[nH]c(=O)c(CN(CCN3CCOCC3)Cc3nnnn3C(C)(C)CC)cc2c1	-33.7	-345.8	14.4	-7.8	-2.5	-2.7	8.0	3.5
COc1ccc(CCNC(=O)C2=COCCO2)cc1	-0.7	22.9	2.7	1.9	0.0	1.5	5.6	-3.9
CN(C)c1ccc(NC(=O)CN2CCC(NC(=O)C3CCCCC3)CC2)cc1	-2.6	0.5	-4.6	-29.3	-6.0	-6.7	3.3	-2.0
CCCCn1c(N)c(N(C(=O)CSc2nncn2-c2ccccc2)C2CCCC2)c(=O)[nH]c1=O	0.5	8.2	.	.	-0.5	.	-3.2	.
C[C@H](CO)N1C[C@H](C)[C@@H](CN(C)S(C)(=O)=O)Oc2ccc(NC(=O)Nc3ccc4c(c3)OCO4)cc2C1=O	2.2	-0.2	9.5	8.1	6.2	10.7	13.4	3.1
CC(C)C[C@H](NC(=O)[C@@H]1Cc2c([nH]c3ccccc23)C2c3ccccc3C(=O)N21)C(=O)NCC1CCCO1 (stereo partly specified)	-51.2	-32.3	0.8	-2.8	-0.1	3.0	-3.1	4.2
CCOC(=O)CSc1cc(CS(=O)c2ccc(Cl)cc2)nc(-c2ccccc2)n1 (stereo unspecified)	0.7	22.7	28.1	-11.9	6.4	-4.1	14.0	-5.6
O=c1oc2cc([N+](=O)[O-])ccc2nc1/C=C(\O)c1cccc(Br)c1	1.5	-0.5	-15.5	-1.3	2.7	4.4	-17.0	-5.6
C=CCSc1nsc(NC(=O)Nc2ccc(F)cc2)n1	2.0	10.7	3.0	25.4	6.2	2.1	-10.7	1.7
NC(CC(=O)O)c1cccc(OCc2ccccc2)c1 (stereo unspecified)	0.9	12.9	-4.8	-13.3	-2.0	3.5	-8.1	11.4
NS(=O)(=O)c1ccc(CCNC(=O)CSc2ncnc3ccccc23)cc1	-6.5	-0.4	-2.5	-0.3	15.5	3.3	-1.4	3.9
CCOc1cccc(C(=O)Nc2ccc3ccccc3c2)c1	0.5	2.4	5.3	92.9*	5.9	92.2*	28.6	88.4*
C/C(=N\O)c1ccc2c(c1)CC(C)O2 (stereo unspecified)	-0.7	16.0	-7.0	-0.8	0.1	2.0	-15.2	6.7
N#CCSc1nnc(-c2cnccn2)n1Cc1ccccc1	2.3	11.0	-2.5	2.2	2.5	2.9	-15.2	1.1
Oc1ccccc1-c1cc(-c2ccc3c(c2)OCCO3)n[nH]1	-1.8	11.5	8.8	97.3*	-5.9	1.4	50.0	94.6*

An excerpt from above, limited to HKDC1 inh, SENP1 inh and SENP8 block-2.
canonical_smiles	HKDC1 inh	SENP1 inh	SENP8 block-2
C/C(=N\O)c1ccc2c(c1)CC(C)O2 (stereo unspecified)	0.1	-0.7	6.7
CCOc1ccc2[nH]c(=O)c(CN(CCN3CCOCC3)Cc3nnnn3C(C)(C)CC)cc2c1	-2.5	-33.7	3.5
CCCCn1c(N)c(N(C(=O)CSc2nncn2-c2ccccc2)C2CCCC2)c(=O)[nH]c1=O	-0.5	0.5	.

Laid out differently: entries from further up.
> COC(=O)Nc1ccc(OCc2ccccc2)cc1
- SENP1 inh = 2.0
- SENP8 block-1 = 7.6
- Apaf1 inhib = -23.5
- SENP6 inh = 72.8*
- HKDC1 inh = -6.5
- SENP7 inh = 1.9
- PfGluPho inh = -0.7
- SENP8 block-2 = 47.8
> CN1CCN(Cc2nc3ccccc3c(=O)n2CC#N)CC1
- SENP1 inh = -0.3
- SENP8 block-1 = 17.6
- Apaf1 inhib = -11.9
- SENP6 inh = 1.9
- HKDC1 inh = -11.2
- SENP7 inh = 9.7
- PfGluPho inh = -10.9
- SENP8 block-2 = 1.6
